Menin-MLL TR inh = inhibitors of human menin-MLL interaction, mutant MLL peptide; O00255; Menin + Texas Red MLL mutant peptide, fluorescence polarization; Potency, µM (highest dose often 61.6 µM), for the others: top-dose FP activity change, negative = inhibition, actives largely listed as inhibitors; 270,000 tested, 0.23% active; active = well fitted inhibition curve with a large enough effect in the polarisation, with a control signal flat, not every such curve was filed as active; inconclusive = small, poorly fitted or top-dose-only effect, or effect the other way, or a change in a side signal; inactive = no such curve, though single readings can be large or run the other way; the % refers to the polarisation; note: potency is the fitted concentration of half-maximal effect; % of control where 0% means no effect; many of its hits are not listed in these tables
MLL CXXC-DNA inh = blocks binding of human MLL CXXC domain to DNA; Q03164; MLL-CXXC / FITC-HOXA9 DNA fluorescence polarization; Potency, µM (series often up to 115 µM), for inactives: top-dose activity change, negative = inhibition, hits mostly inhibitors; 290,000 tested, 0.037% active; active = well fitted inhibition curve with a large enough effect in the polarisation, with a control signal flat, not every such curve was filed as active; inconclusive = small, poorly fitted or top-dose-only effect, or effect the other way, or a change in a side signal; inactive = no such curve, though single readings can be large or run the other way; the % refers to the polarisation; note: potency is the fitted concentration of half-maximal effect
Target sequence (Q03164 whole entry, looked up, the tested form may be a part): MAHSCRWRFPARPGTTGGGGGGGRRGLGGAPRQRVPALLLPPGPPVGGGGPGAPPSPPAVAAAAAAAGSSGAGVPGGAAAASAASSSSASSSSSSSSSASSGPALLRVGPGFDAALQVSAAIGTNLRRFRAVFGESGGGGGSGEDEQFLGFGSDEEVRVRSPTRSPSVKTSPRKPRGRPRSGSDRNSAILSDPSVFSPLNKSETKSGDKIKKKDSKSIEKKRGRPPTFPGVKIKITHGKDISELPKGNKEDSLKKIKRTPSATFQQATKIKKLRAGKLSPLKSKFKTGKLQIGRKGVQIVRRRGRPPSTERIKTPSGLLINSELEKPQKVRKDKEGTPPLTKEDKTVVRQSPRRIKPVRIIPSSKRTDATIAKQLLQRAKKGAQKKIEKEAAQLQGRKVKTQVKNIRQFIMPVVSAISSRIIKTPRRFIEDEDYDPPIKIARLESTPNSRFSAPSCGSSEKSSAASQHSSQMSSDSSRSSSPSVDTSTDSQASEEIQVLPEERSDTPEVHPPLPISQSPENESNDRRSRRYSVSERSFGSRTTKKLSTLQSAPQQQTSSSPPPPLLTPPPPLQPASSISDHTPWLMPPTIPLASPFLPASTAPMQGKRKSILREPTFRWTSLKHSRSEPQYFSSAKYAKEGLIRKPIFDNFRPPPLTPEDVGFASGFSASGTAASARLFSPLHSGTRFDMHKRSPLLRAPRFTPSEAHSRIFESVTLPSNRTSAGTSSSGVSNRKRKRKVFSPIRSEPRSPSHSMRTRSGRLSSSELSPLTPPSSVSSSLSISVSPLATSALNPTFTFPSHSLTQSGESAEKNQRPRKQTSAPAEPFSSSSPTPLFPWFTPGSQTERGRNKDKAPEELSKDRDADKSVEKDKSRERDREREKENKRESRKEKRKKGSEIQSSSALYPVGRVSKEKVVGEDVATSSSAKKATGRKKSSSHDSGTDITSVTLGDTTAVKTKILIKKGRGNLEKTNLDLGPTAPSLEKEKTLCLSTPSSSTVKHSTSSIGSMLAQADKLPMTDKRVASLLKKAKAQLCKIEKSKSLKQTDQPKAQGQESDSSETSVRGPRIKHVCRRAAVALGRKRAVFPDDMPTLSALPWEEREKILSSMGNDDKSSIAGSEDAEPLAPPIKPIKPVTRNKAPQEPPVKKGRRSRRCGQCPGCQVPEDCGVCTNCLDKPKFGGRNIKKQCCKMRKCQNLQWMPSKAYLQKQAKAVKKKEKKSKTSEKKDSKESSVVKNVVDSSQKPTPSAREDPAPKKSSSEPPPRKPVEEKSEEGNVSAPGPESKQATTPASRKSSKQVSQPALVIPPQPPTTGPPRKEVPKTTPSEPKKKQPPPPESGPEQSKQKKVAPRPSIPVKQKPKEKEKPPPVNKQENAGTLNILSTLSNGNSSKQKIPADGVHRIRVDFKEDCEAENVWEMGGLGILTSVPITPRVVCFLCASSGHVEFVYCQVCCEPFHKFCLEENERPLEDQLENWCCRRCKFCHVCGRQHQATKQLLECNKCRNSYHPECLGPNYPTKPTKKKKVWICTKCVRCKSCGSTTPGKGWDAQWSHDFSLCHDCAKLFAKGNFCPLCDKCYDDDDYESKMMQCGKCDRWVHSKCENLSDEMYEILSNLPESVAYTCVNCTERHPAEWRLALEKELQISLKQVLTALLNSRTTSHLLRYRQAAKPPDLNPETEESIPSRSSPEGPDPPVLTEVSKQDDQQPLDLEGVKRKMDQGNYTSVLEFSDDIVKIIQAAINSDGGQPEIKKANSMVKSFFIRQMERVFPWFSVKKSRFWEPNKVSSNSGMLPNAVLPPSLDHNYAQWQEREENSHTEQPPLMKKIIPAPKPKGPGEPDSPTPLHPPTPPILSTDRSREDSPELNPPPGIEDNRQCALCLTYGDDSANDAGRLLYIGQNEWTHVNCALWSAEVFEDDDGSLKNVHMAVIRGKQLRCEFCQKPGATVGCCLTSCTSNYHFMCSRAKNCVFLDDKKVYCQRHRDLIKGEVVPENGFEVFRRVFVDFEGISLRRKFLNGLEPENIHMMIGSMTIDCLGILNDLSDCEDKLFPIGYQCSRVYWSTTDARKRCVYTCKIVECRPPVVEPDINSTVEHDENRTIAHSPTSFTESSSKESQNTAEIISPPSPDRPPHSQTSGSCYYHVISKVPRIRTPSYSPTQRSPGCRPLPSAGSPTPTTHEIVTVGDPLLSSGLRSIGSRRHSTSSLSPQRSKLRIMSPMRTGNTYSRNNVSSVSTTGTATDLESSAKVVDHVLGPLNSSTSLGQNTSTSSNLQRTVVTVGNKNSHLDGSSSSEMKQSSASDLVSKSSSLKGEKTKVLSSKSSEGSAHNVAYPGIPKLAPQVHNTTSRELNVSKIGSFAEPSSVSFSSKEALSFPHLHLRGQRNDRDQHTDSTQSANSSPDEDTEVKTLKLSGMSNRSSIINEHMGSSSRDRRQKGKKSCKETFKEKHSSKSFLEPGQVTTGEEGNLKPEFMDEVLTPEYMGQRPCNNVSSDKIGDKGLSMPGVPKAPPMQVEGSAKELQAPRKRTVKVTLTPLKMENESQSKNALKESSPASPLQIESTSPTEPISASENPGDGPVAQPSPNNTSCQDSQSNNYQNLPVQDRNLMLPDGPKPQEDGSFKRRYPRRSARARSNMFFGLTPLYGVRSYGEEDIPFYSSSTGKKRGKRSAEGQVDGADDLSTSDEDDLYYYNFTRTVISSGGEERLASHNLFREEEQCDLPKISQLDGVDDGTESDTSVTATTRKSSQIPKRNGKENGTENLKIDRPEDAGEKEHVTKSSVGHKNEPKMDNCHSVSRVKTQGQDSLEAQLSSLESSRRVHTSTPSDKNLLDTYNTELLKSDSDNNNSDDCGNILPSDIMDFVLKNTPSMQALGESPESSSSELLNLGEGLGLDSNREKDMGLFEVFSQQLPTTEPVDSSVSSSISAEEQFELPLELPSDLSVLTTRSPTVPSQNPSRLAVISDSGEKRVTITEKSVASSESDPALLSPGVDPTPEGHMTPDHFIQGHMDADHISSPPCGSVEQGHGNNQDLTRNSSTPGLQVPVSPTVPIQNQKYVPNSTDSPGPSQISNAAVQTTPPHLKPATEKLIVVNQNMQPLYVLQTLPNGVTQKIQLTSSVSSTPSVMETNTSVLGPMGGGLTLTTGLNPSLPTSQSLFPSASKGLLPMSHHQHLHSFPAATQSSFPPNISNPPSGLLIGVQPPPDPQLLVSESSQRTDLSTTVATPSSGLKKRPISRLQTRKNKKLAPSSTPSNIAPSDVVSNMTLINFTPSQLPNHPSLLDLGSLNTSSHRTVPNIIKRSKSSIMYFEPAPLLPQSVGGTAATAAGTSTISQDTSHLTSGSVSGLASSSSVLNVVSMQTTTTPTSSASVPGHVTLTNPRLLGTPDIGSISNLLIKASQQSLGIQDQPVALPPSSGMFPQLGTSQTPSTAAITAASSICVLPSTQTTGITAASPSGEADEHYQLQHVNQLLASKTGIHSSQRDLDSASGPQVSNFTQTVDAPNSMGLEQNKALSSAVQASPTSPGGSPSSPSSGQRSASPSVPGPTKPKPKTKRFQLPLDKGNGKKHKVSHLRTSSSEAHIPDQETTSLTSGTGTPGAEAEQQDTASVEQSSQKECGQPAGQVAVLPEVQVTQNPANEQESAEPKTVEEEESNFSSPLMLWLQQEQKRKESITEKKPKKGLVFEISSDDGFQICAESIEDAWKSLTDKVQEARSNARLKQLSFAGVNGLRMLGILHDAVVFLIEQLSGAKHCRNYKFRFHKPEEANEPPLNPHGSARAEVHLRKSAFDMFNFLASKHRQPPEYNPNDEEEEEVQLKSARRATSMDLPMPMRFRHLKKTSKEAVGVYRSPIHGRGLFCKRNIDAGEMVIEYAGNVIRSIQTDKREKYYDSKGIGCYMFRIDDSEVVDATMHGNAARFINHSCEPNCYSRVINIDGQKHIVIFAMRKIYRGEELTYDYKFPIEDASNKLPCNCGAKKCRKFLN
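Steps: dispense CXXC domain solution (7 uM) → pin compounds or unlabeled HOX-A9 DNA control → 5 min ambient → add FLSN-HOX-A9 solution (50 nM) → spin → 30 min ambient → fluorescence polarization. Tris pH 7.5/NaCl/DTT/BSA buffer.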
Integrin act MD = activates integrin-mediated alleviation for muscular dystrophy | 350,000 tested, 0.064% active | Potency, µM (titrated, usually from 38.3 µM), without a hit: at the top dose activation, actives largely listed as activators | alpha7betagal myoblasts, beta-gal FDG fluorescence, 48 h;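 note: potency is the fitted concentration of half-maximal effect; 100% = response of the positive control SU9516; nearly all actives have a fitted effect of over 60% in size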
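Alpha7betagal+/- myoblasts (passage 13) were plated 16-24 hr, then exposed to compounds (1:260 dilution of DMSO stock) for 48 hours at 37C. After MPER lysis, β-galactosidase reporter activity was read as FDG fluorescence (ex 480/em 540) after 30 minutes.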
TCR activator = activates T cell receptor signaling; primary human leukocytes, anti-CD3, IL-2 HTRF, 48 h; Potency, µM (series often up to 9.22 µM), inactives show at the highest dose activation of IL-2 secretion, hits mostly activators; 330,000 tested, under 10 active; AID 504894; note: % of control where 0% means no effect
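HTRF read-out of IL-2 secretion: europium cryptate donor excited at 320nm, d2 acceptor emission at 665nm. Cells were primary human leukocytes incubated 48 hr with compounds and a-CD3 beads, supplying TCR signal only.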
ASM inhibitor = blocks human secretory acid sphingomyelinase. P17405. placental ASM, HMU-PC fluorogenic substrate, 60 min. Potency, µM (highest dose often 57.5 µM), for the others: top-dose activity change, negative = inhibition, hits mostly inhibitors. 340,000 tested, 0.006% active. AID 504937; note: potency is the fitted concentration of half-maximal effect
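Human placenta-derived ASM enzyme was preincubated with compound for 10 minutes at room temperature, then given fluorogenic substrate HMU-PC0 (9 uM final) for 60 minutes at 37 °C; a pH 10 stop preceded fluorescence reading at Ex 386/Em 447 nm.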
PTAP TSG101 blk = blocks PTAP/TSG101 interaction to inhibit HIV-1 budding; Q99816; Fluorescence polarization, FITC-PTAP peptide / Tsg101 binding; Potency, µM (titrated, usually from 115 µM), inactives show top-dose activity change, negative = inhibition, actives largely listed as inhibitors; 340,000 tested, under 10 active; AID 493005; active = well fitted inhibition curve with a large enough effect in the main read-out, with a control signal flat, not every such curve was filed as active; inconclusive = small, poorly fitted or top-dose-only effect, or effect the other way, or a change in a side signal; inactive = no such curve, though single readings can be large or run the other way; note: potency is the fitted concentration of half-maximal effect; % of control where 0% means no effect
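Tsg101 binding domain (10 uM final) was mixed with compound and a FITC-labeled PTAP peptide (50 nM final) in HEPES pH 7.5 buffer with NaCl, Tween 20, EDTA and TCEP; fluorescence polarization was read after 20 min at r.t.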
Mito fusion act = mitochondrial division inhibition or fusion activation. S. cerevisiae fusion-defective mutant growth rescue, CellTiterGlo 48 h. Potency, µM (titrated, usually from 46.1 µM), for inactives: top-dose growth rescue (activation), hits mostly activators. 320,000 tested, 0.23% active;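 note: potency is the fitted concentration of half-maximal effect; % of control where 0% means no effect; nearly all actives have a fitted effect of over 45% in size; temperature-sensitive fusion mutants such as fzo1-1 at 37 °C on non-fermentable ethanol glycerol medium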
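Compounds are tested for their ability to restore growth of mitochondrial fusion-defective yeast strains at non-permissive 37C in YPEG medium over 48 hours. Viability is quantified by luciferase luminescence.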
MBNL1 CUG block = blocks human MBNL1 binding to CUG repeat RNA; TR-FRET MBNL1-His/biotin-(CUG)12 binding, 665/545 ratio; Q9NR56; 280,000 tested, 0.036% active; Potency, µM (top dose mostly 57.5 µM), without a hit: at the highest dose activity change, negative = inhibition, usual class: inhibitors; AID 2675; active = well fitted inhibition curve with a large enough effect in the signal ratio, with a control signal flat, not every such curve was filed as active; inconclusive = small, poorly fitted or top-dose-only effect, or effect the other way, or a change in a side signal; inactive = no such curve, though single readings can be large or run the other way; the % refers to the signal ratio; note: potency is the fitted concentration of half-maximal effect; % is set by controls: 0 for no effect and ±100 for the full control effect
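TR-FRET between His-tagged MBNL1 and biotin-(CUG)12 RNA, detected with Tb anti-His antibody (0.055 ng/ul) and streptavidin-XL665 (5 nM), 60 min at room temperature. Compounds titrated 92 nM to 58 uM; 665/545 nm ratio normalized to buffer and complex controls.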
A-T KAP1 phos = potential ataxia-telangiectasia treatment. […] A-T fibroblasts, KAP-1 phosphorylation AlphaLISA; neocarzinostatin DNA damage 30 min before lysis. Potency, µM (highest dose often 57.5 µM), for the others: at the top dose activation, most hits filed as activators. 320,000 tested, 0.19% active. AID 485349; note: potency is the fitted concentration of half-maximal effect; % of control where 0% means no effect; nearly all actives have a fitted effect of over 45% in size
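ATM-like activity read as KAP-1 phosphorylation via AlphaLISA donor/acceptor antibody pairs after lysis and 6 hr at 25C. Cells were ATM-null patient fibroblasts ([…], hTERT), dosed 60 min, then exposed to the DSB inducer NCS for 30 min.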
TSHR antagonist = blocks TSH signaling through the human TSH receptor; TSHR-expressing cells, TSH-stimulated cAMP HTRF, 2 h; active compounds read low; activity change, negative = inhibition, % at 11.5 µM; 330,000 tested, 0.2% active; AID 504810;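 active = activity change below a set negative limit, meaning inhibition stronger than a set level, cut at about -70% in these data; inconclusive = activity change between two set negative limits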; note: % is set by controls: 0 for no effect and ±100 for the full control effect
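TSHR-expressing cells were treated with compounds, then stimulated with TSH at EC80 (4nM final) for 2 hours at 37 deg C. Cellular cAMP was measured by HTRF competition between lysate cAMP and cAMP-d2 for a cryptate-labelled anti-cAMP antibody.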
* = called active by the depositor; ? = inconclusive; . = no result given; [ ] = another dose, or the depositor's remark. Unless noted, calls come from the whole dose curve; as a rule, active = well fitted curve in the direction sought with a large enough effect; inconclusive = small, poorly fitted or top-dose-only effect, or another doubt; inactive = no such curve, though single readings can be large; an effect the other way counts as inactive or inconclusive.

Below each SMILES – Menin-MLL TR inh, MLL CXXC-DNA inh, Integrin act MD, TCR activator, ASM inhibitor, PTAP TSG101 blk, Mito fusion act, MBNL1 CUG block, A-T KAP1 phos, TSHR antagonist
1. COc1ccc(CN=Cc2[nH]c3ccc(Br)c(Cl)c3c2O)cc1
→ ?, 86%[activator], -35%[7.66 µM], -4%, -14%, 0%, 8%, ?, 2%, 7
2. O=C(Oc1cccc2cccnc12)c1ccc(N2C(=O)C3C4CCC(C4)C3C2=O)cc1 (centres undefined)
→ -22%, -3%, 7%, -1%[46.1 µM], -3%, 0%, 2%, -1%, -8%, 5
3. COc1ccc(CNC(=O)C/C(C)=N/NC(=O)COc2cccc(C)c2)cc1
→ -6%, 0%, 9%, -2%, -2%, -1%, 3%, -2%, -4%, 9
4. O=C(Cc1cccc([N+](=O)[O-])c1)Nc1cccc(C(=O)N2CCCC2)c1
→ ., ., -5%, -1%, -1%, -1%, ., ., -2%, 5
5. CCOC(=O)c1[nH]c2ccc(Cl)cc2c1NC(=O)c1nonc1C
→ -7%, -1%, 0%, 11%, 11%, -4%, -3%, 0%, 10%, -8
6. COC(=O)/C(=C/Nc1ccc(O)cc1)[N+](=O)[O-]
→ -14%, -12%, -53%[inhibitor], 6%, 2%, -7%, -5%, 11%, 1%, -11
7. CC1CCN(C(=O)c2[nH]cnc2C(=O)NC2CCN(C(=O)OC(C)(C)C)CC2)CC1
→ ., ., 26%, -5%, 2%, ., -3%, ., 2%, 10
8. COc1ccc(NC(=O)CC2C(=O)NC3CCCCC3N2C(=O)c2ccc(F)cc2)cc1 (centres undefined)
→ 0%, 18%, 1%, -2%, 2%, 1%, -12%, 2%, 2%, -3
9. CC(N=C1CC(C)(C)CC(=O)/C1=C(/O)CCCN1C(=O)c2ccccc2C1=O)C(=O)O (centres undefined)
→ 11%, 2%, 13%, ., 1%, 0%, 4%, 10%, -7%, 6
10. c1ccc(CSc2ccc3nnc(-c4cccnc4)n3n2)cc1
→ -1%, 9%, -8%, -27%[46.1 µM], -1%, -2%, 9%, ., 0%, -5

2 compounds drawn at random from the list so far:
Below each SMILES – Menin-MLL TR inh, MLL CXXC-DNA inh, Integrin act MD, TCR activator, ASM inhibitor, PTAP TSG101 blk, Mito fusion act, MBNL1 CUG block, A-T KAP1 phos, TSHR antagonist
3. COc1ccc(CNC(=O)C/C(C)=N/NC(=O)COc2cccc(C)c2)cc1
→ -6%, 0%, 9%, -2%, -2%, -1%, 3%, -2%, -4%, 9
10. c1ccc(CSc2ccc3nnc(-c4cccnc4)n3n2)cc1
→ -1%, 9%, -8%, -27%[46.1 µM], -1%, -2%, 9%, ., 0%, -5

Next compounds
Below each SMILES – Menin-MLL TR inh, MLL CXXC-DNA inh, Integrin act MD, TCR activator, ASM inhibitor, PTAP TSG101 blk, Mito fusion act, MBNL1 CUG block, A-T KAP1 phos, TSHR antagonist
11. CC(C)(C)OC(=O)NCc1ccc(CNC(=O)c2nc[nH]c2C(=O)NCc2ccccc2)cc1
→ ., ., -33%, 14%, -8%, -5%, -18%, ., 5%, 4
12. O=C(NCc1ccccc1)c1cccc(COc2ccc(Cl)cc2)c1
→ 13%, -3%, -1%, 1%, -11%, -8%, 8%, -10%, -8%[11.5 µM], -5
13. CCN(CC)c1ccc(/C=N/NC(=O)c2ccc(Br)o2)cc1
→ -10%, -1%, 10%, -6%[46.1 µM], 60%[activator], -2%, -1%, 15%[11.5 µM], -2%, 24
14. Cn1ncc2c(NCCc3ccccc3)nc(Cl)nc21
→ ., ., -13%, 4%, -2%, -1%, ., ., ., .
15. CCCCCC1CCC(c2ccc(C(N)=O)cc2)CC1 (centres undefined)
→ 6%, -3%, 7%, 3%, -1%, 0%, -1%, 0%, -4%, 13
16. Cc1ccc(S(=O)(=O)N2CCOCC2)cc1C(=O)Nc1cccc(S(=O)(=O)N2CCCC2)c1
→ 7%, 4%, -7%, 1%, 6%, -1%, 2%, -5%, 4%, -5
17. COc1ccccc1CCNC(=O)C1CCC(=O)N(C2CCCCCC2)C1 (centres undefined)
→ ., 10%, -41%[inhibitor], 4%, 3%, ., 5%, -4%, 14%, -7
18. O=C(CN1CCN(c2cccc(Cl)c2)CC1)N1CCCC1
→ ?, 7%, -24%, -7%, -1%, -5%, -1%, 12%, 5%, 8
19. CS(=O)(=O)c1ccc(Cl)c(NC(=O)C2CC(=O)N(Cc3ccccc3)C2)c1 (centres undefined)
→ 6%, -3%, 5%, -9%, -2%, -5%, -3%, -3%, 2%, 5
20. c1ccc(-c2nnc(SCc3nc4ccccc4[nH]3)n2Cc2ccco2)cc1
→ 8%, -13%, -16%, 4%, 3%, -9%, -4%, -13%, 5%, 4
21. CC(=O)C(=Cc1ccc(C(=O)O)cc1)C(C)=O
→ 8%, -3%, 11%, -1%, 3%, -7%, -2%, -3%, -9%, 23
22. O=C(/C=C/c1ccccc1)NCCc1nc2ccccc2[nH]1
→ ., 8%, -8%, -1%, 1%, 1%, 1%, ., -1%, 2
23. O=C(CN1CCN(Cc2ccccc2)CC1)Nc1nc2ccccc2s1
→ -11%, 2%, 1%, 4%, 0%, -2%, 4%, 0%, 3%, 8
24. Cc1cc(=O)oc2cc(OC(C)C(=O)NCCCN3CCCC3=O)c(Cl)cc12 (centres undefined)
→ ., 8%, 4%, -6%, 3%, -3%, -2%, 3%, 6%, -4
25. Cc1cc(C)nc(NC(=O)c2c(-c3ccccc3Cl)noc2C)c1
→ 5%, 0%, 13%, -3%[46.1 µM], -1%, -3%, ?, 1%[11.5 µM], 1%, 12
26. CCOC(=O)NCN1C(=O)C2C3C=CC(C3)C2C1=O (centres undefined)
→ 2%, 12%, 15%, 0%, 4%, -4%, -3%, -8%, 12%, 28
27. CC(C)C(=O)NC(=S)Nc1ccc(S(=O)(=O)NC2CCCCC2)cc1
→ ., ?, 9%, 1%, -3%, 1%, -4%, -8%, 9%, 31
28. O=S(=O)(c1ccc(Cl)cc1)c1nc(-c2ccco2)oc1N1CCCCC1
→ ., ?, 13%, 2%, 1%, 1%, -3%, -8%, 4%, 24
29. O=C(c1cc(-c2ccc(Br)cc2)on1)N1CCCCCC1
→ -19%, 7%, -24%, 0%, -2%, -2%, 6%, 3%, 9%, -11
30. CC(C)(C)OC(=O)C[C@@H]1C/C=C\C[C@@H](CC(=O)N(CCO)Cc2ccccc2)C(=O)N[C@H](Cc2c[nH]c3ccccc23)COC1=O
→ ., ., 7%, -3%, -9%, ., ., ., -4%, -3
31. Cc1nc(Cl)c(N=Cc2cccc([N+](=O)[O-])c2)c(Cl)n1
→ 25%, 0%, -19%, -1%, -3%[11.5 µM], -4%, -5%, 25%, -1%, 7
32. NS(=O)(=O)c1ccc(NC(=S)NC(=O)c2ccc(-c3ccccc3)cc2)cc1
→ -5%, -16%, -31%, -1%[46.1 µM], -9%, 1%, 1%, 44%[activator], 8%, 19
33. CC(C)(C)c1ccc(OCC(=O)NN2Cc3ccccc3C2=N)cc1
→ 12%, 11%, 5%, 9%, -3%, 0%, 3%, ., 1%, 3
34. Cc1cc(=O)n2nc(N3CCC(C(=O)NCCc4ccccc4)CC3)sc2n1
→ 9%, 1%, 15%, -5%, 1%, -4%, 6%, 2%, 6%, 3
35. COc1ccc(NC(=O)CN2C(=O)NC(c3ccccc3)(c3ccccc3)C2=O)cc1
→ ?, -1%, 6%, 1%, -2%, -12%, 0%, -9%, -3%, 27
36. COC(=O)COc1ccc(S(=O)(=O)Nc2cc(OC)ccc2OC)cc1
→ -19%, -8%, ., ., ., ., -7%, -4%, -4%, 7
37. CCCCOc1ccc(C(=O)NCc2ccco2)cc1
→ 11%, -11%, -17%, -11%, 0%, -7%, 1%, -10%, 0%, -4
38. CC(=O)N1C(C(=O)O)CSC1c1ccc(C)cc1 (centres undefined)
→ 0%, 2%, 3%, 0%, 4%, -1%, 3%, 3%, -4%, 9
39. CC1C2NC(=O)N(Cc3ccccc3)C1(C)Oc1ccccc12 (centres undefined)
→ -11%, 3%, ?, 1%, -1%, -7%, ?, -2%, 0%, 0
40. COC(=O)c1ccccc1OCCOc1ccccc1C(=O)OC
→ -5%, 2%, 3%, 2%, -3%, -1%, 5%, -7%, 8%, -6

Bioassay records deposited in PubChem by National Center for Advancing Translational Sciences (NCATS).

The list is partial (hit frequency here may not be typical).
